Rtt109 Vps75 – inhibitors of Candida albicans Rtt109/Vps75 histone acetyltransferase. Q5AAJ8. purified Rtt109/Vps75, ThioGlo CoA-SH fluorescence, 4 h. inhibition, % at 34.9 µM. 330,000 tested, 0.16% active. AID 540336;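 active = inhibition of at least 50% in every replicate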
Target sequence (Q5AAJ8 whole entry, looked up): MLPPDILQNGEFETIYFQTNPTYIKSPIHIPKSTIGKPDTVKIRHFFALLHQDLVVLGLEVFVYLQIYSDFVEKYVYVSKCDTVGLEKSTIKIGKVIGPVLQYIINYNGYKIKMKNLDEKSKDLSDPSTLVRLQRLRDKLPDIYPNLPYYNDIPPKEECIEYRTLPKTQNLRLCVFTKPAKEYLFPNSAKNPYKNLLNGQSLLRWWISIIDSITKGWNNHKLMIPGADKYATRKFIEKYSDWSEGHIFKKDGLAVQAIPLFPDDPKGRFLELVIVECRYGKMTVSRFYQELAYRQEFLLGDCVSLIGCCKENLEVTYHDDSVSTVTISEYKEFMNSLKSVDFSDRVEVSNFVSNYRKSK
SR-BI uptake up – activators of SR-BI mediated HDL lipid uptake | CHO ldlA[mSR-BI] cells, DiI-HDL uptake fluorescence, 3 h; 100 = double the neutral-control signal | activation, % at 12.5 µM | 320,000 tested, 0.096% active | AID 504775;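 active = mean replicate activation of at least 60% and every replicate at or above 60%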;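 also: 0% = median plate neutral-control signal and 100% = twice that signal; values of inactives mirror those of a sister screen read the other way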
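Assay system: LDL receptor-deficient CHO ldlA cells overexpressing murine SR-BI / Medium: BSA-supplemented, HEPES-buffered Ham's F12, pH 7.4 / Probe or stimulus: DiI-labelled HDL at 10 µg/mL final / Timing: compound with DiI-HDL co-incubation, 3 h at 37 °C / Technique: bottom-read cell fluorescence after medium removal, ex 550/em 595 nm / Measure: HDL uptake via cellular fluorescence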
HTR5A ag ctr – counter-screen for OPRM1-OPRD1 agonists: human HTR5A agonism; P47898; HTR5A agonist assay, luminescence, cell-based; activation, % at 9.3 µM; 340,000 tested, 0.61% active; AID 504692; in the data active = activation mostly above about 9.5%, no sharp cut-off; inactive = mostly below about 7.6%;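 also: 0% = cells with vehicle only and 100% = reference agonist; strong numbers were not always called active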
Wnt act – Wnt/beta-catenin pathway activation. AID 743398. activation, % at 9.35 µM. Wnt/beta-catenin reporter cell assay, activator, plate reader. 300,000 tested, 1.2% active; in the data active = activation above about 30%, passing the limit was not always enough;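 also: 0% = neutral control wells and 100% = positive control wells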
cardiac RTF act – increases calcium sensitivity of human cardiac regulated thin filaments; P19429+P45379; IANBD-labeled TnC RTF fluorescence at EC20 calcium; 0% EC20 calcium, 100% full calcium; activation, % at 7.2 µM; 340,000 tested, 0.24% active; AID 493008;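 active = activation above the mean over all tested compounds plus 3 SD, cut at about 30% in these data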;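 also: rise in fluorescence read as greater calcium sensitivity of cardiac thin filaments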
CDK5 inh – blocks human CDK5/p35 kinase activity | inhibition, % at 10 µM | Q00535+Q15078 | 330,000 tested, 0.01% active | Recombinant CDK5/p35, ADP-Glo luminescence, 60 min;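 active = highest replicate inhibition of at least 50% and at least 75% of replicates reaching 50%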;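 also: plate controls were DMSO neutral control for no effect and GW8510 at 10 µM for full effect; many of its hits are not listed in these tables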
PvdQ inh – P. aeruginosa PvdQ acylase inhibition; purified PvdQ acylase, fluorescence plate reader; inhibition, % at 10 µM; 340,000 tested, 0.063% active; AID 488965; in the data active = inhibition above about 30%, passing the limit was not always enough;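 also: 0% = vehicle neutral wells and 100% = reference inhibitor wells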
SR-BI DiI inh – mouse SR-BI HDL lipid transfer inhibition; Q61009; ldlA[mSR-BI] CHO cells, DiI-HDL uptake fluorescence, 3 h; inhibition, % at 12.5 µM; 320,000 tested, 0.96% active; AID 488896;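 active = mean replicate inhibition of at least 70% and a set share of replicates each scoring 70 or more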;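 also: 0% = median of neutral control wells and 100% = median of positive control wells; values of inactives mirror those of a sister screen read the other way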
Target sequence (Q61009 whole entry, looked up): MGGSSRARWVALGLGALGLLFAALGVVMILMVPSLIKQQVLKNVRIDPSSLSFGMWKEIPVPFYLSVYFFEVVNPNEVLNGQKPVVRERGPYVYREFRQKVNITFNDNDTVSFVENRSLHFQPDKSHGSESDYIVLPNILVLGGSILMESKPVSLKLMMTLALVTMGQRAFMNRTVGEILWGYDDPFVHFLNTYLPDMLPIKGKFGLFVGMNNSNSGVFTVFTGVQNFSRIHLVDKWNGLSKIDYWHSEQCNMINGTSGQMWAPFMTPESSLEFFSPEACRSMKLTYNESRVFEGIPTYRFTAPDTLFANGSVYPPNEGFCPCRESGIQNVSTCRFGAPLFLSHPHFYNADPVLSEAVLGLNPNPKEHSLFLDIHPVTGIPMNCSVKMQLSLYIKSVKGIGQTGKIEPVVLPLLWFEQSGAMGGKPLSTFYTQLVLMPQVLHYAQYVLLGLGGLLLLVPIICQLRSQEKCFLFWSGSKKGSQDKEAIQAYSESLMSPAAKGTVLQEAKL
MITF act – MITF TRPM1 promoter activation in melanoma cells | AID 588334 | activation, % at 12.5 µM | SK-MEL-5 TRPM1-promoter luciferase, 24 h; % of positive control, neutral wells = 0 | 300,000 tested, 0.75% active;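 active = mean activation of at least 80% with every replicate also reaching 80%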;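 also: 0% = neutral control wells and 100% = parthenolide positive control wells; values of inactives mirror those of a sister screen read the other way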
dFosB activator – activators of mouse delta FosB homodimer; purified delta FosB, TAMRA-CDK5 oligo fluorescence polarization; percent of positive-control signal above neutral wells; 340,000 tested, 0.99% active; activation, % at 25 µM; AID 493131; P13346;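 active = mean activation above about 17%, with every replicate also reaching it, limit read from the data, passing the limit was not always enough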;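 also: fluorescence polarization rise as delta FosB binds a TAMRA Cdk5 AP-1 oligo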
An asterisk follows results filed as active; . = not tested or not shown; & = joins results of further samples.

| canonical_smiles | SR-BI uptake up | dFosB activator | Rtt109 Vps75 | MITF act | PvdQ inh | SR-BI DiI inh | CDK5 inh | Wnt act | HTR5A ag ctr | cardiac RTF act |
| --- | --- | --- | --- | --- | --- | --- | --- | --- | --- | --- |
| CCn1c(SCC(=O)NCC2CCCO2)nnc1-c1ccccc1 (stereo not given) | 9 | 4 | 4 | 5 | 9 | -9 | 0.7 | . | 5 | -1 |
| Cn1c(=O)c2nc(-c3ccc(Cl)cc3Cl)oc2c2ccccc21 | 8 | -12 | 2 | . | -11 | -8 | -0.3 | -3 | 13 | 0 |
| C=C(C)CNC(=S)Nc1ccc(S(=O)(=O)Nc2cnc3ccccc3n2)cc1 | . | -1 | -4 | -7 | -16 | . | -0.6 | -2 | 9 | 5 |
| COc1ccc(NC(=O)CSc2nnc(-c3cc(C)[nH]n3)n2N)cc1OC | 1 | 2 | 9 | 9 | -13 | -1 | -0.4 | 0 | 0 | -3 |
| O=C(O)c1cccc(S(=O)(=O)Nc2ccc(OCc3ccccc3)cc2)c1 | 11 | -2 | 4 | -11 | -18 | -11 | -1.6 | 1 | 0 | -1 |
| COc1ccccc1NC(=O)CSc1nnc(CC(=O)Nc2ccccc2)n1C | 12 | -5 | -9 | . | -7 | -12 | -1.4 | 1 | 0 | 8 |
| COc1ccc(NC(=O)C2CCCN(S(=O)(=O)c3c(C)n[nH]c3C)C2)cc1 (stereo not given) | 1 | -5 | 9 | 4 | 10 | -1 | 0.5 | . | -3 | -6 |
| CC(C)(C)C1CCC(=NNc2ccc(S(N)(=O)=O)cc2[N+](=O)[O-])CC1 (stereo not given) | 3 | -2 | 5 | 11 | -3 | -3 | -0.5 | -2 | -1 | -6 |
| COC(=O)c1cc(C(=O)NCCCN2CCOCC2)cc([N+](=O)[O-])c1 | 14 | 3 | 5 | 3 | 3 | -14 | -0.5 | -1 | -2 | -7 |
| COCCn1nnnc1C(c1cc2c(C)cc(C)cc2[nH]c1=O)N1CCCCCC1 (stereo not given) | 3 | -5 | 3 | -5 | -3 | -3 | 0.9 | . | 4 | -5 |
| CCOC(=O)Cc1csc(NC(=O)CSc2nnc3ccccn23)n1 | 5 | -3 | . | -1 | -5 | -5 | 0.4 | -1 | -2 | -4 |
| Cc1ccc(NC(=O)CSc2nnc(CNC(=O)c3ccco3)o2)cc1Cl | 3 | 0 | 11 | -10 | -5 | -3 | -1.3 | -1 | -2 | -3 |
| CC1(C)CC(=O)C2=C(C1)NC(SCC(N)=O)=C(C#N)C21CCCCC1 | 14 | 0 | -2 | -2 | 6 | -14 | 1.4 | . | -11 | 5 |
| O=C(c1nnsc1S(=O)(=O)c1ccc(Cl)cc1)N1CCOCC1 | -3 | -3 | -8 | -72 | -3 | 3 | -0.6 | -1 | -1 | -2 |
| COCCNC(=S)N/N=C/c1ccc(N2CCOCC2)cc1 | 4 | 1 | . | 3 | 1 | -4 | -2.0 | 0 | 3 | -1 |
| O=C(Nc1ccccc1N1CCOCC1)c1ccc(N2CCOCC2)c([N+](=O)[O-])c1 | . | -4 | . | 23 | 8 | . | -0.1 | -7 | -1 | 2 |
| N/C(CSc1ccccn1)=N\OCc1c(Cl)cccc1Cl | 6 | 5 | 5 | . | 5 | -6 | -3.5 | 3 | -3 | -6 |
| CCC(NC(=O)Nc1ncccc1C)(C(F)(F)F)C(F)(F)F | . | -4 | -9 | 6 | -18 | 14 | -0.8 | . | 5 | -1 |
| N#C/C(=C/c1ccc(N2CCCCCC2)o1)c1cccc(F)c1 | -32 | -22 | 2 | 86* | -9 | 32 | 1.5 | . | 0 | 26 |
| CCOC(=O)C1(Cc2cccc(OC)c2)CCCN(C(=O)CNC(C)=O)C1 (stereo not given) | -3 | -2 | -10 | 64 | -8 | 3 | -0.1 | 10 | 2 | -2 |
| CCOC(=O)C1(CCOc2ccccc2)CCN(CC2CC2)CC1 | 27 | -6 | 3 | -5 | -22 | -27 | 0.2 | 11 | 1 | -5 |
| O=C(NC1CCc2ccccc21)c1cc(COc2ccc(F)cc2F)on1 (stereo not given) | -10 | -6 | 13 | -10 | 5 | 10 | 0.7 | 0 | -1 | -11 |
| O=C1C=C(c2ccccc2)C(c2ccccc2)C1 (stereo not given) | 15 | -8 | -8 | 3 | -8 | -15 | -1.0 | -2 | 1 | -6 |
| Cc1cc(C(=O)COC(=O)CN(C)S(=O)(=O)c2ccc(Cl)cc2)c(C)n1CC1CCCO1 (stereo not given) | 21 | -7 | 9 | -5 | -10 | -21 | 2.1 | 0 | 4 | -2 |
| COc1cccc(NC(=O)C(c2ccccc2)N2CCCC2)c1 (stereo not given) | -5 | 3 | 4 | 9 | 11 | 5 | 1.1 | -2 | 0 | 7 |
| O=[N+]([O-])c1ccc(CSc2nnc(SCc3ccc(Cl)cc3)s2)cc1 | 11 | 5 | -10 | 20 | -4 | -11 | -1.7 | 0 | 3 | -6 |
| Cc1ccc(Cl)c(NC(=O)CN(C)CC(=O)Nc2ccc(F)c(F)c2F)c1Cl | -13 | -15 | -8 | 1 | -15 | 13 | 2.2 | 0 | 0 | 17 |
| CC(=O)Nc1ccc2c(c1)[nH]c(=O)c1ccccc12 | 13 | -24 | -7 | 12 | -2 | -13 | -0.7 | -4 | 3 | -1 |
| O=C(NCCNC(=O)c1ccccn1)c1cccc(F)c1 | . | 2 | 6 | 6 | -11 | . | 3.1 | 1 | 2 | 2 |
| CCOC(=O)C(CC(=O)Nc1nc(C(C)=O)c(C)s1)C(C)c1ccccc1 (stereo not given) | 23 | -10 | -4 | -3 | -19 | -23 | -1.0 | -1 | -3 | 4 |
| O=C(O)CSc1nc2c(c(C(F)(F)F)n1)CCCC2 | 6&12 | 3&0 | -5 | 7&-4 | -14&-10 | -6&-12 | -4.2&-1.9 | -2&-1 | 4&-4 | 10&-1 |
| O=S(=O)(NCCc1ccccc1)c1ccc(F)cc1Br | -2 | -3 | -4 | 17 | -6 | 2 | -0.6 | 0 | -1 | 0 |
| C=CCn1c(-c2cc(-c3ccccc3)sc2N)n[nH]c1=S | -11 | -5 | 1 | . | -2 | 11 | 1.3 | 41* | . | . |
| CCn1c(CC(=O)Nc2ccc(C)cc2)nnc1SCC(=O)N1CCN(c2ccccc2)CC1 | -21 | -2 | -3 | . | -5 | 21 | -1.2 | -6 | -2 | 8 |
| O=C(COc1ccc(S(=O)(=O)N2CCOCC2)cc1)Nc1ccccc1C(F)(F)F | 10 | -1 | 6 | -7 | -12 | -10 | -2.3 | -2 | 7 | -10 |
| Cc1cccc(C(=O)N2CCCC(Nc3ccc(C)c(C)c3)C2)n1 (stereo not given) | 6 | -2 | 7 | -6 | -7 | -6 | -0.6 | 19 | -3 | -1 |
| Cc1ccc(C(=O)N2CCC3(CC2)NCCc2[nH]cnc23)cc1C | -18 | -7 | -10 | -10 | -2 | 18 | -1.2 | -2 | 1 | -1 |
| CC(=O)c1cc(C#N)c(NCCCN(C)C)nc1C | 22 | 1 | 8 | 5 | -3 | -22 | 1.2 | -2 | 0 | 3 |
| COc1ccc(C)cc1NC(=O)c1ccccc1NS(=O)(=O)c1cccc2cccnc12 | 1 | -7 | -26 | -13 | -11 | -1 | . | . | 3 | -3 |
| O=C(c1cccc(Br)c1)N1CCN(C(=O)N2CCCCC2)CC1 | 2 | -2 | 1 | 9 | 3 | -2 | -0.6 | -2 | -2 | -1 |
| CCC(=O)Nc1ccc(OCc2nc3ccccc3s2)cc1 | -14 | -5 | 4 | 5 | -11 | 14 | 0.8 | 41* | 4 | 2 |
| CCOc1cc2c(cc1OCC)C(c1ccc(O)c(OC)c1)NCC2 (stereo not given) | 16 | -2 | 14 | . | 12 | -16 | 1.5 | -6 | 0 | 3 |
| O=C(CSc1nnnn1-c1ccc(Cl)c(C(=O)O)c1)NC(c1ccccc1)c1ccccc1 | . | 2 | -11 | -7 | -14 | . | -1.2 | 3 | 4 | 3 |
| CC(=O)c1c(C)[nH]c(C(=O)OCc2csc(CC(=O)Nc3ccccc3C)n2)c1C | -73 | -8 | -2 | -22 | -2 | 73* | -2.1 | 5 | 2 | -3 |
| CC1CCN(CCCNC(=O)c2cc3c(s2)-c2ccccc2OC3)CC1 | -7 | 5 | -235 | -51 | -40 | 7 | -1.9 | 0 | 1 | -4 |
| CCC(C)(C)NC(=O)C(c1ccco1)N(C(=O)Cn1nnc2ccccc21)c1ccc2c(c1)OCO2 (stereo not given) | 17 | 1 | 9 | -10 | 1 | -17 | -2.0 | . | 5 | -1 |
| COc1cccc(NC(=O)C2CCN(S(=O)(=O)c3ccc4c(c3)OCCO4)CC2)c1 | -8 | -8 | 14 | -7 | -7 | 8 | 0.3 | . | 1 | -2 |
| CCN1CCN(c2ccc([N+](=O)[O-])c(Sc3nc4ccccc4[nH]3)c2)CC1 | 15 | -2 | 1 | 4 | 0 | -15 | 0.8 | -2 | -4 | 2 |
| COc1cccc(-c2nnc3sc(C4CCCCC4)nn23)c1 | 21 | -46 | -42 | . | -9 | -21 | 0.5 | . | 1 | 2 |
| O=C(CSc1ccc2nnc(CCNC(=O)c3ccccc3)n2n1)NCc1ccc(F)cc1 | 11 | 4 | -6 | 11 | -23 | -11 | -2.1 | -1 | 4 | 3 |
| CCCN(Cc1cc2cc(C)ccc2[nH]c1=O)C(=O)c1cccc([N+](=O)[O-])c1 | . | -3 | 5 | -12 | -5 | . | 0.3 | 15 | -3 | -5 |
| O=C(C1CCN(C2CC(=O)N(c3ccc(F)cc3)C2=O)CC1)N1CCOCC1 (stereo not given) | 21 | 9 | 8 | -8 | -1 | -21 | -0.7 | 0 | 1 | 2 |
| O=C(CSc1nnc(NC(=O)c2ccccc2[N+](=O)[O-])s1)NCC1CCCO1 (stereo not given) | . | -5 | 0 | -9 | -2 | -6 | -0.7 | 1 | -2 | -1 |
| CCC1CCCCN1C(=S)Nc1ccc(SC(F)F)cc1 (stereo not given) | -19 | -7 | 2 | -1 | -14 | 19 | -1.0 | -3 | 0 | -6 |
| Cc1ccc(C(=O)CSc2nc(N)cc(=O)[nH]2)cc1 | 26 | -2 | . | . | -11 | -26 | -0.8 | 0 | -1 | 2 |
| Cc1ccc(S(=O)(=O)N2CCN(C(=O)COC(=O)c3ccc(Br)o3)CC2)c(C)c1 | -2 | -3 | -6 | -4 | 2 | 2 | 0.0 | -2 | -1 | 14 |
| O=C(O)Cc1ccc2oc(-c3ccccn3)nc2c1 | 19 | 4 | 2 | 23 | 9 | -19 | 1.5 | 2 | 2 | -7 |
| CC(C)CC(=O)N1CCN(Cc2cccc(Cl)c2)CC1 | 8 | 1 | -15 | . | 15 | -8 | -0.2 | 1 | -5 | -3 |
| O=S(=O)(c1ccccc1)c1nc(-c2ccco2)oc1N1CCCCC1 | 9 | -5 | 1 | 4 | -18 | -9 | 0.4 | -3 | 2 | 5 |

Screening data: PubChem, several laboratories

Outcome played no part in choosing rows; any-hit rate near 4.4%.
